PAFAH1B3 inh: PAFAH1B3 (human) inhibition. recombinant PAFAH1B3, FP-rhodamine probe, fluorescence polarization. inhibition, % at 3.39 µM. 340,000 compounds, 0.28% hits;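 active means inhibition above the screen-wide average of all tested compounds plus 3 SD, cut at about 25% in these data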;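 further: 0% = enzyme with DMSO only and 100% = wells lacking PAFAH1B3 protein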
pPAFAH FP inh: pPAFAH (human) enzyme inhibition | recombinant pPAFAH, FP-rhodamine probe fluorescence polarization | inhibition, % at 3.39 µM | 330,000 compounds, 1.5% hits | AID 463082;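 active means inhibition above the mean inhibition across the screen plus 3 SD, cut at about 25% in these data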;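 further: inhibitors block binding of the rhodamine activity-based probe so polarization drops; 0% = enzyme with DMSO and 100% = wells lacking pPAFAH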
PAD4 FP inh: blocks human protein arginine deiminase 4. Q9UM07. recombinant PAD4, RCA probe fluorescence polarization. inhibition, % at 6.36 µM. 330,000 compounds, 0.41% hits. AID 485272;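 active means percent inhibition above a cutoff equal to the mean of all tested compounds plus 3 SD, cut at about 15% in these data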;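 further: 0% = PAD4 with RCA probe and DMSO and 100% = probe without PAD4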
GSTO1 counter: GSTO1 inhibition, counter-screen for RBBP9 inhibitors; AID 1974; P78417; 300,000 compounds, 1.1% hits; inhibition, % at 5.96 µM; recombinant GSTO1, activity-based probe fluorescence polarization;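 active means inhibition above the campaign mean inhibition plus 3 SD, cut at about 35% in these data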;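 further: 0% = GSTO1-1 with DMSO and 100% = wells lacking GSTO1-1 enzyme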
PREPL inhibitor: human PREPL enzyme inhibition; AID 2751; Q4J6C6; inhibition, % at 5.96 µM; recombinant PREPL, fluorescence polarization activity-based probe; 320,000 compounds, 0.68% hits; in the data active means inhibition above about 43%;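 further: 0% = enzyme with DMSO and 100% = wells lacking enzyme; many of its hits are not listed in these tables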
PME-1 inh: PME-1 (human) inhibition. recombinant PME-1, FP-Rh probe fluorescence polarization. inhibition, % at 5.9 µM. 320,000 compounds, 0.53% hits. AID 2130;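 active means inhibition above the campaign mean of all compounds plus 3 SD, cut at about 26% in these data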;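 further: competitive labeling of PME-1 active site by serine hydrolase directed probe; 0% = PME-1 with DMSO and 100% = wells lacking PME-1 enzyme; inhibitors block probe labeling so polarization falls and inhibition rises; many of its hits are not listed in these tables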
Target sequence (Q9Y570 whole entry, looked up): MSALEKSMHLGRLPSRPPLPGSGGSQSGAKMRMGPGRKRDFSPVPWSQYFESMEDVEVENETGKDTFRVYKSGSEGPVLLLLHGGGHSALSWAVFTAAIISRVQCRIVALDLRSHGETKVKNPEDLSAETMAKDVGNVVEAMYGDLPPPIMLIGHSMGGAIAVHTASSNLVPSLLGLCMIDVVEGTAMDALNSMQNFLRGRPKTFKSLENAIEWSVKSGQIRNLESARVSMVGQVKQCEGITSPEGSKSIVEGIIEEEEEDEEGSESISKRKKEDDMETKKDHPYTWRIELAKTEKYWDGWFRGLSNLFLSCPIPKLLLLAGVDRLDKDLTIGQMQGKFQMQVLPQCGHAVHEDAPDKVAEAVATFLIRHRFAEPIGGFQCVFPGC
LYPLA1 counter: blocks human lysophospholipase 1, a PME1 counter-screen. recombinant LYPLA1, FP-Rh probe fluorescence polarization. 320,000 compounds, 0.16% hits. AID 2174. O75608. inhibition, % at 5.9 µM;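 active means inhibition above the mean of all tested compounds plus 3 SD, set per campaign, cut at about 14% in these data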;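 further: inhibitors block serine hydrolase probe labeling of LYPLA1 so polarization falls; 0% = enzyme with DMSO and 100% = wells lacking LYPLA1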
Target sequence (O75608 whole entry, looked up): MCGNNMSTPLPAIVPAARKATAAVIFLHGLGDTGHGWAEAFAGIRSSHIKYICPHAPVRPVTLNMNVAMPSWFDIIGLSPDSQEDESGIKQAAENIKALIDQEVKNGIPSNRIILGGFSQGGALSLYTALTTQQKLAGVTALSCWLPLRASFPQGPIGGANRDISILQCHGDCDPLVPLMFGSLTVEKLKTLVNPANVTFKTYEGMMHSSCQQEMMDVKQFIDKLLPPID
PAFAH1B2 inh: blocks human PAF acetylhydrolase 1b catalytic subunit 2; recombinant PAFAH1B2, FP-rhodamine activity probe, fluorescence polarization; 340,000 compounds, 1.2% hits; inhibition, % at 3.39 µM; AID 492953;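 active means inhibition above the mean of all tested compounds plus 3 SD, cut at about 24% in these data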;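 further: 0% = enzyme with DMSO and 100% = wells lacking PAFAH1B2; many of its hits are not listed in these tables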
Target sequence (P68402 whole entry, looked up): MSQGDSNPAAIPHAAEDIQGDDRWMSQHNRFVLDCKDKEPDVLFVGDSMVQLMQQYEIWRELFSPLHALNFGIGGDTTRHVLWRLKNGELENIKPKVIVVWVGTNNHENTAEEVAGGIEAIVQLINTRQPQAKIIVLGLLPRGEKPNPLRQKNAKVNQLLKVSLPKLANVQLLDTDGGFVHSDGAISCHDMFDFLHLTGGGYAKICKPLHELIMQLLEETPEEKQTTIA
LYPLA2 inh: blocks human lysophospholipase 2, a PME1 counter-screen. O95372. recombinant LYPLA2, FP-Rh probe fluorescence polarization. inhibition, % at 5.9 µM. 320,000 compounds, 0.38% hits. AID 2177;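 active means inhibition above the screen-wide mean plus 3 SD, limit set per campaign, cut at about 26% in these data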;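 further: 0% = LYPLA2 with DMSO and 100% = wells lacking LYPLA2 enzyme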
Target sequence (O95372 whole entry, looked up): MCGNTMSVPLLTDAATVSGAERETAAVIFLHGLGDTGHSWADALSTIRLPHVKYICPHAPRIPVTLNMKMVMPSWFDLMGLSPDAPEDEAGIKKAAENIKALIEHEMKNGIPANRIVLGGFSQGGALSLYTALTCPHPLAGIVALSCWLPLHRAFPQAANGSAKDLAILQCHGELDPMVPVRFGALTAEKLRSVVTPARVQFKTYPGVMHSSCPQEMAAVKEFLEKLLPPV
Starred values were filed as active, the others as inactive; . = not tested or not shown.

1	O=C(NC1CC2CCC1C2)C1COc2ccccc2O1 (stereo unspecified)
2	O=C(/C=C/c1ccco1)NCC(=O)N/N=C/c1ccc([N+](=O)[O-])cc1
3	O=C(CN1C(=O)/C(=C\c2ccc(C(F)(F)F)cc2)Sc2ccccc21)NCc1ccco1
4	CCN1CCN(C(=O)c2cc3c(=O)n4ccccc4nc3s2)CC1
5	O=C(CN1CCN(C(=O)c2ccco2)CC1)Nc1ccccc1-c1ccccc1
6	Cc1nc2ccc(N3C(=O)CCC3=O)cc2[nH]1
7	O=[N+]([O-])c1cc(Cl)cc(/C=N/n2cnnc2)c1O
8	CCOC(=O)C1(Cc2ccccc2C)CCCN(C(=O)CCC(=O)OC)C1 (stereo unspecified)
Assay by compound	1	2	3	4	5	6	7	8
PAFAH1B3 inh	2	5	1	2	3	-8	3	5
pPAFAH FP inh	-4	3	1	3	2	1	2	5
PAD4 FP inh	-2	-1	-9	0	0	2	-4	0
GSTO1 counter	1	5	-8	2	-12	-1	12	7
PREPL inhibitor	3	14	4	4	11	-3	-3	2
PME-1 inh	-6	-1	-7	-3	0	4	6	1
LYPLA1 counter	-2	-2	-7	-1	2	-1	1	1
PAFAH1B2 inh	4	4	-8	3	14	3	-2	1
LYPLA2 inh	0	0	-11	-3	2	4	3	0

Single entries from above:
LYPLA1 counter with no. 2 → -2
LYPLA2 inh with no. 4 → -3
pPAFAH FP inh with no. 6 → 1

(listing goes on)
9	CC(=O)Nc1ccc(N2CC(C)(C)C2=O)cc1
10	CCc1ccc(NC(=O)c2ccc(OC)c([N+](=O)[O-])c2)cc1
11	CCc1ccccc1NC(=S)N(CCCN1CCOCC1)Cc1ccccn1
12	Cc1ccnc(Nc2nc(-c3ccc(Cl)cc3)cs2)c1
13	O=C(CN(Cc1ccco1)S(=O)(=O)c1ccccc1)N/N=C/c1cccc(O)c1
14	Cc1csc(SCC(=O)Nc2cccc3nsnc23)n1
15	O=C(O)c1cccc(S(=O)(=O)NCCC(c2ccccc2)c2ccccc2)c1
16	CCCCNC(=O)[C@@H]1CC=C[C@@H]2CCN(Cc3ccc(Cl)c(Cl)c3)C(=O)[C@@H]21
Assay by compound	9	10	11	12	13	14	15	16
PAFAH1B3 inh	-1	1	5	11	11	4	-5	9
pPAFAH FP inh	-3	-2	0	-4	0	-1	-6	4
PAD4 FP inh	-3	0	-4	-12	-1	-2	-1	5
GSTO1 counter	-7	9	5	14	3	17	12	4
PREPL inhibitor	0	6	1	3	0	11	-6	3
PME-1 inh	-9	-5	-1	-1	-2	0	-5	-4
LYPLA1 counter	1	-3	3	-5	-2	1	-2	-5
PAFAH1B2 inh	3	3	1	4	0	1	11	10
LYPLA2 inh	-2	-6	-4	-12	-7	8	0	-8

In a second layout: two of the compounds above
10: CCc1ccc(NC(=O)c2ccc(OC)c([N+](=O)[O-])c2)cc1
  PAFAH1B3 inh: 1 | pPAFAH FP inh: -2 | PAD4 FP inh: 0 | GSTO1 counter: 9 | PREPL inhibitor: 6 | PME-1 inh: -5 | LYPLA1 counter: -3 | PAFAH1B2 inh: 3 | LYPLA2 inh: -6
13: O=C(CN(Cc1ccco1)S(=O)(=O)c1ccccc1)N/N=C/c1cccc(O)c1
  PAFAH1B3 inh: 11 | pPAFAH FP inh: 0 | PAD4 FP inh: -1 | GSTO1 counter: 3 | PREPL inhibitor: 0 | PME-1 inh: -2 | LYPLA1 counter: -2 | PAFAH1B2 inh: 0 | LYPLA2 inh: -7

Other records:
17	Cc1cc(=O)n(C2CCS(=O)(=O)C2)[nH]1 (stereo unspecified)
18	COc1ccc(NC(=O)c2cccc(N3C(=O)C4C5C=CC(C6CC56)C4C3=O)c2)c(OC)c1 (stereo unspecified)
19	Cc1ccc(-n2nc3c(c2NC(=O)c2c(-c4ccccc4Cl)noc2C)CS(=O)(=O)C3)c(C)c1
20	COc1ccc(S(=O)(=O)CCC(=O)Nc2c(C)n(C)n(-c3ccccc3)c2=O)cc1
21	O=C(CN1C(=O)c2ccccc2S1(=O)=O)c1ccc2c(c1)OCCO2
22	O=C(CN1CCC(C(=O)c2ccc(Cl)cc2)CC1)Nc1ccc2c(c1)OCCO2
23	CCC(=O)N1N=C(c2ccc(NS(=O)(=O)c3ccccc3)cc2)CC1c1ccco1 (stereo unspecified)
24	O=C(CN(Cc1ccco1)C(=O)CNS(=O)(=O)c1ccc(Cl)cc1)NCC1CCCO1 (stereo unspecified)
Assay by compound	17	18	19	20	21	22	23	24
PAFAH1B3 inh	.	10	6	6	4	-1	11	9
pPAFAH FP inh	-3	5	2	2	2	3	13	1
PAD4 FP inh	80*	-7	2	-6	-2	-2	2	-1
GSTO1 counter	74*	-7	-2	-2	1	-2	.	10
PREPL inhibitor	13	-1	3	-11	-3	10	-7	-16
PME-1 inh	-3	0	5	0	6	0	.	-4
LYPLA1 counter	-1	0	-4	1	2	6	.	6
PAFAH1B2 inh	.	5	-1	0	2	1	-2	8
LYPLA2 inh	-4	2	0	1	-3	10	.	3

25	Cc1cccc([N+](=O)[O-])c1NC(=O)COC(=O)C1CCCO1 (stereo unspecified)
26	COC(=O)c1ccc(SC)cn1
27	COc1ccc(OCc2cc(C(=O)N(C)C3CCOCC3)no2)c2ccccc12
28	Clc1cccc(CN2CCSCC2)c1
29	COc1ccc(NC(=O)COC(=O)CNC(=O)c2cc(OC)c(OC)c(OC)c2)cc1
30	Cc1ccccc1CN1C(=O)c2ccccc2Sc2ccc(C(=O)O)cc21
31	COc1cccc(-c2ccc(SCC(=O)N3CCOCC3)nn2)c1
32	Cc1ccc(NC(=O)Cn2c(=O)oc3ccccc32)cc1Cl
Assay by compound	25	26	27	28	29	30	31	32
PAFAH1B3 inh	6	7	6	4	5	20	2	6
pPAFAH FP inh	0	0	7	5	1	-1	0	5
PAD4 FP inh	1	-3	1	3	1	-1	2	-2
GSTO1 counter	.	1	9	2	3	2	-4	-1
PREPL inhibitor	10	-10	5	6	-5	6	-5	2
PME-1 inh	-2	4	7	-2	0	6	-1	-1
LYPLA1 counter	2	-3	-3	1	-1	-2	1	1
PAFAH1B2 inh	3	0	3	1	1	1	0	7
LYPLA2 inh	0	-3	-1	2	-1	-5	-1	5

Complete entries from above. Order of screens: PAFAH1B3 inh | pPAFAH FP inh | PAD4 FP inh | GSTO1 counter | PREPL inhibitor | PME-1 inh | LYPLA1 counter | PAFAH1B2 inh | LYPLA2 inh
Profile of `O=C(CN1C(=O)c2ccccc2S1(=O)=O)c1ccc2c(c1)OCCO2` → 4 | 2 | -2 | 1 | -3 | 6 | 2 | 2 | -3
Profile of `Cc1nc2ccc(N3C(=O)CCC3=O)cc2[nH]1` → -8 | 1 | 2 | -1 | -3 | 4 | -1 | 3 | 4
Profile of `COc1ccc(NC(=O)c2cccc(N3C(=O)C4C5C=CC(C6CC56)C4C3=O)c2)c(OC)c1` (stereo unspecified) → 10 | 5 | -7 | -7 | -1 | 0 | 0 | 5 | 2
Profile of `CCN1CCN(C(=O)c2cc3c(=O)n4ccccc4nc3s2)CC1` → 2 | 3 | 0 | 2 | 4 | -3 | -1 | 3 | -3

(more compounds)
33	O=C(COC(=O)c1cc(S(=O)(=O)N2CCOCC2)ccc1F)Nc1ccc2c(c1)OCO2
34	COc1ccc(OC)c(C(=O)CCCC(=O)c2cc(OC)ccc2OC)c1
35	O=C(Nc1ccc(Cl)c(Cl)c1)c1ccccc1
36	Cc1ccc(C(=O)NCCNC(=O)c2cnccn2)cc1
37	CC(C)n1c(O)c(N=NC(=O)Cn2ccc(C(F)(F)F)n2)c2ccccc21
38	COC(=O)/C(C#N)=C/c1ccc(-c2ccc(S(N)(=O)=O)cc2)o1
39	CC(=O)Nc1ccc(S(=O)(=O)Oc2cccc(N3C(=O)C4CCCCC4C3=O)c2)cc1 (stereo unspecified)
40	O=C(CSc1ncc(C(F)(F)F)cc1Cl)NCC1CCCO1 (stereo unspecified)
Assay by compound	33	34	35	36	37	38	39	40
PAFAH1B3 inh	0	4	10	12	3	4	5	2
pPAFAH FP inh	8	-5	-1	2	0	8	2	1
PAD4 FP inh	3	-2	3	-2	-5	0	4	3
GSTO1 counter	.	-1	-3	1	4	6	-16	9
PREPL inhibitor	13	16	-14	-10	20	6	4	-2
PME-1 inh	.	-3	-8	-2	-1	3	0	-1
LYPLA1 counter	.	-3	-11	0	0	3	2	-2
PAFAH1B2 inh	-1	3	3	5	6	1	15	6
LYPLA2 inh	.	2	-11	0	3	4	5	-1

41	CCC(=O)Nc1cccc(C2=NOC3(C2)C[C@H](C(N)=O)N(C(=O)c2ccc(Cl)cc2)C3)c1 (stereo partly specified)
42	O=C(O)[C@H]1CCCC[C@H]1C(=O)Nc1ccc(Nc2ccccc2)cc1
43	CC1(C)N=C(N)NC(Nc2ccccc2)=N1
44	O=C(OCn1nnc2ccccc2c1=O)C12CC3CC(CC(O)(C3)C1)C2
45	O=C(c1cccc(Oc2ccc([N+](=O)[O-])cc2)c1)N1CCOCC1
46	Cc1ccc(C(C(=O)NC2CCCC2)N(C(=O)c2csnn2)c2cccc(F)c2)o1 (stereo unspecified)
47	O=C(CCSc1nnc(-c2ccco2)o1)Nc1ccccc1
48	O=C(O)CC/C(=N/NC(=O)CNC(=O)Cc1ccc(Cl)cc1)c1ccccc1
Assay by compound	41	42	43	44	45	46	47	48
PAFAH1B3 inh	0	4	6	10	-3	3	-1	8
pPAFAH FP inh	2	15	2	-3	1	0	6	16
PAD4 FP inh	-4	12	-1	4	-4	1	0	1
GSTO1 counter	2	8	-1	-1	0	4	1	-8
PREPL inhibitor	0	93*	-1	20	18	3	-3	-9
PME-1 inh	-1	-5	-3	-3	11	-3	9	-7
LYPLA1 counter	1	2	5	3	-2	1	1	0
PAFAH1B2 inh	4	5	6	7	8	-1	-2	24*
LYPLA2 inh	4	-1	2	-4	0	0	-3	-5

49	O=C(COC(=O)c1cccc(NC(=O)c2ccco2)c1)c1ccc(Br)cc1
50	O=C(NNC(=O)c1cc(OCC(F)(F)F)ccc1OCC(F)(F)F)c1ccc(Cl)c(Cl)c1
51	O=C(CN1CCOCC1)Nc1nc2ccc(Cl)cc2s1
52	O=C(C1CCCN(Cc2ccc(Cl)cc2)C1)N1CCCCC1 (stereo unspecified)
53	Cc1cccc(-n2nnc3cnn(C)c3c2=O)c1
54	CCN(CC)CC(=O)c1c[nH]c2ccccc12
55	CCOC(=O)N1CCC(N(CCN(C)C)C(=S)Nc2cc(C)cc(C)c2)CC1
56	CN(C[C@H](Cc1ccccc1)N(C[C@H](Cc1cccc2ccccc12)N(CCc1ccccc1)N=O)N=O)N=O
57	COCOc1ccc(-c2oc3c(C/C=C(\C)CCC=C(C)C)ccc(O)c3c(=O)c2OCOC)c(OCOC)c1
58	O=S(=O)(NN=C1CCCCCC1)c1ccc(Cl)cc1
59	O=C(NCCc1ccc(F)cc1)c1ccncc1
Assay by compound	49	50	51	52	53	54	55	56	57	58	59
PAFAH1B3 inh	-12	1	10	4	4	-2	-5	3	.	3	-7
pPAFAH FP inh	-24	4	2	4	1	1	2	0	8	10	3
PAD4 FP inh	-5	0	-4	-1	4	2	2	-4	1	0	-1
GSTO1 counter	11	-15	3	2	10	-3	2	-5	-5	0	0
PREPL inhibitor	-11	6	-15	-4	-7	0	-2	-7	5	-20	-5
PME-1 inh	-55	-3	-5	-2	-15	-3	-7	-4	-6	6	-4
LYPLA1 counter	-26	-6	-2	0	2	0	1	0	2	2	1
PAFAH1B2 inh	-6	2	0	9	0	0	-1	-7	.	9	1
LYPLA2 inh	-34	-5	-3	0	6	2	-1	-1	4	1	4

Bioassay records: PubChem, The Scripps Research Institute Molecular Screening Center

Some of the compounds tested (hit frequency here may not be typical).
